Screening results from PubChem BioAssay.
BoNT-A LC inh2 – BoNT/A light chain protease inhibitors, primary screen, biochemical, flow cytometry, MLPCN library; Botulinum neurotoxin type A light chain protease (Clostridium botulinum A str. ATCC 3502); multiplex microsphere protease substrate cleavage; inhibition, % at 10 µM; 360,000 tested, 0.17% active; further: plate controls were buffer without enzyme for full effect and enzyme alone for no effect
PfHsp40 yeast – rescue of yeast from PfHsp40 toxicity, primary screen, S. cerevisiae, ATP luminescence. S. cerevisiae expressing PfHsp40, growth rescue. growth rescue, % at 12.5 µM. 340,000 tested, 0.68% active; in the data active means growth rescue above about 28%, passing the limit was not always enough; inconclusive means no clear call, values can overlap the other calls;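 further: yeast W303a lacking pdr1 and pdr3 grown in galactose medium; growth measured after three days at 30 °C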
BoNT F protease – BoNT/F light chain protease inhibitors, primary screen, biochemical, flow cytometry, MLPCN library; Multiplex microsphere protease cleavage assay; inhibition, % at 10 µM; 360,000 tested, 0.22% active; in the data active means inhibition above about 35%, passing the limit was not always enough; inconclusive means no clear call, values can overlap the other calls; further: plate controls were buffer without enzyme for full effect and enzyme alone for no effect
FBA Mtb inh – Mtb FBA enzyme inhibitors, primary screen, biochemical, fluorescence, strain H37Rv; inhibition, % at 1 µM; AID 588726, 2011; purified M. tuberculosis FBA, fluorescence read-out; 360,000 tested, 2.3% active; Fructose-bisphosphate aldolase (Mycobacterium tuberculosis (strain ATCC 25618 / H37Rv)), …; in the data active means inhibition above about 27%;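 further: 0% = vehicle and 100% = reference inhibitor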
Anthrax LF inh2 – Bacillus anthracis LF protease inhibitors, primary screen, biochemical, multiplex microsphere, MLPCN library; 360,000 tested, 0.12% active; Lethal factor (Bacillus anthracis), P15917; inhibition, % at 10 µM; multiplex microsphere protease cleavage assay; further: plate controls were buffer without enzyme for full effect and enzyme alone for no effect
Target sequence (P15917 whole entry, looked up): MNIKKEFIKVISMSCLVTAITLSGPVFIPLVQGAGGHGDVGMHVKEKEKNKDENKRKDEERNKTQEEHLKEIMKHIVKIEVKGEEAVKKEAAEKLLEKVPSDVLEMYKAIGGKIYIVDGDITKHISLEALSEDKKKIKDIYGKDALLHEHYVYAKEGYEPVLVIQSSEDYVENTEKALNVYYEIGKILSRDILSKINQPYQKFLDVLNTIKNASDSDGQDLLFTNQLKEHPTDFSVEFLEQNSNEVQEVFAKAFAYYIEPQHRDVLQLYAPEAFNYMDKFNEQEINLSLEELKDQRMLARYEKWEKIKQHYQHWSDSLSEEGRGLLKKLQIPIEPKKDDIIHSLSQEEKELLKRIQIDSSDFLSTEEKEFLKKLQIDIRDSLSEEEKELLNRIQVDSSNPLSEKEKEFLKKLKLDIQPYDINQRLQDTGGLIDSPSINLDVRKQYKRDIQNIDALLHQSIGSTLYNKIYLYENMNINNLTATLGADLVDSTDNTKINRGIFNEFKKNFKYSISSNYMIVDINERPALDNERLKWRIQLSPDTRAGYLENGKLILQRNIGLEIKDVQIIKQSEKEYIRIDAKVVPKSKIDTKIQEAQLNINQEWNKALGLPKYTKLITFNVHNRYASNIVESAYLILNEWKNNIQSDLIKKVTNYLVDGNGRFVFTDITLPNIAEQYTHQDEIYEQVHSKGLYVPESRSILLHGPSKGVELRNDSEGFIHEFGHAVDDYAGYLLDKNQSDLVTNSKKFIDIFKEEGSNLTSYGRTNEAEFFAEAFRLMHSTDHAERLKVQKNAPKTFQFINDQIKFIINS
GDH-TPI counter – GDH-TPI coupling enzyme inhibitors, primary screen, artefact control for M. tuberculosis FBA inhibitor project, biochemical, absorbance, full deck; AID 588335, 2011; inhibition, % at 4.8 µM; 360,000 tested, 1.2% active; GDH-TPI coupled enzyme counterscreen, NADH absorbance; in the data active means inhibition above about 30%;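 further: 0% = DMSO wells and 100% = wells lacking the enzyme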
Mtb BioA inh – M. tuberculosis BioA enzyme inhibitors, primary screen, biochemical, plate reader, single point, HTS; 360,000 tested, 0.096% active; purified M. tuberculosis BioA enzyme; inhibition, % at 9.99 µM; 7,8-diaminopelargonic acid synthase BioA (Mycobacterium tuberculosis); in the data active means inhibition above about 40%; inconclusive means no clear call, values can overlap the other calls
FadD28 binding – inhibitors of FadD28 bisubstrate probe binding, primary screen, biochemical, fluorescence polarization, single point. 360,000 tested, 0.22% active. Mycobacterium tuberculosis FadD28 fatty-acid-AMP ligase. inhibition, % at 12.5 µM. AID 588549, 2011; in the data active means inhibition above about 8.5%, passing the limit was not always enough; inconclusive means no clear call, values can overlap the other calls
Mtb UGM inh – M. tuberculosis UGM enzyme inhibitors, primary screen, biochemical, fluorescence polarization, single point. 320,000 tested, 0.06% active. purified UGM, fluorescence polarization probe displacement. UDP-galactopyranose mutase (Mycobacterium tuberculosis (strain ATCC 25618 / H37Rv)), …. inhibition, % at 10 µM; in the data active means inhibition above about 10%, passing the limit was not always enough; inconclusive means no clear call, values can overlap the other calls
* = called active by the depositor; u = inconclusive; x = no result given. Unless noted, no stated cut-off is given here; in the data, active means inhibition above about 30%; inconclusive means no clear call, values can overlap the other calls; inactive means below that.

SMILES | BoNT-A LC inh2 | PfHsp40 yeast | BoNT F protease | FBA Mtb inh | Anthrax LF inh2 | GDH-TPI counter | Mtb BioA inh | FadD28 binding | Mtb UGM inh
COc1cccc(N(CC(=O)Nc2cccc(C(C)=O)c2)S(C)(=O)=O)c1 | -0.8 | -1.3 | -12 | 2 | -4 | 3 | x | -2.7 | 3.4
CSc1nc(N)nc2c1ncn2C1OC(CO)C(O)C1O (stereo unspecified) | 1.1 | -2.1 | -9 | 4 | -6 | 4 | -1.7 | -0.8 | x
C=CCc1cc(Cl)ccc1OCCOCCN(C)C | 0.6 | 0.4 | 0 | -5 | -4 | -5 | -4.3 | -3.0 | 0.7
Brc1c(C[n+]2ccccc2)nc2ccccn12 | 1.4 | -1.3 | u | 0 | 11 | -8 | 8.1 | -2.1 | 0.1
COc1ccc(S(=O)(=O)NCc2cccnc2)cc1C(=O)Nc1ccccc1 | -0.7 | 0.0 | -8 | 0 | -4 | 0 | 7.4 | -0.5 | 0.0
CCOc1ccc(C(=O)OCC(=O)N2CCOCC2)cc1OCC | -1.0 | -0.7 | -3 | 0 | -1 | 5 | -0.2 | -0.2 | -0.2
CCOC(=O)Cn1nnnc1CN(Cc1cccs1)Cc1cc2cc(C)cc(C)c2[nH]c1=O | -0.6 | -0.4 | -1 | 5 | 4 | 6 | -1.3 | -6.8 | -2.0
CC(C)(C)c1ccc(C(=O)N2CCC(C(=O)c3ccccc3)CC2)cc1 | -2.0 | 3.8 | -26 | 0 | -6 | 2 | -1.4 | -0.3 | 0.3
Cc1ccc(C)c(N=Cc2cc3c(cc2[N+](=O)[O-])OCO3)c1 | -0.6 | 0.6 | -16 | 9 | -6 | 4 | x | 0.5 | -2.3
CCN(C(C)=O)c1nc(CSc2nnc(NC(C)C)s2)cs1 | u | 0.5 | 2 | 3 | 0 | -11 | 4.9 | -4.2 | 0.4
CCOc1ccc(C(=O)N2CCN(c3ccccn3)CC2)cc1 | x | 0.9 | x | 7 | x | 2 | 1.2 | -0.9 | -1.0
C#CCNc1ccc(C(=O)OCC)cc1 | -1.3 | -0.4 | -6 | 1 | -12 | -3 | -1.4 | -3.8 | 1.9
CCc1nn(CC(=O)NCCCN2CCN(C)CC2)c(=O)c2cc3occc3n12 | -0.9 | -0.5 | 6 | 0 | -1 | -1 | 2.0 | -0.9 | -0.7
O=C(N/N=C/c1c[nH]c2ccccc12)c1ccncc1 | 0.3 | -0.9 | 2 | 1 | -2 | 19 | x | 0.0 | 0.9
CCCS(=O)(=O)c1cscc1NC(=O)c1c(-c2c(F)cccc2Cl)noc1C | -0.3 | 2.2 | -2 | -1 | 4 | 11 | x | -2.7 | -4.6
CCC(C)(C)n1nnnc1C(c1ccc(C)cc1)N1CCSCC1 (stereo unspecified) | -0.4 | 1.4 | 5 | 1 | 3 | 4 | -0.4 | -2.5 | -3.6
CN1CCN(C2=C(Cl)C(=O)c3ccccc3C2=O)CC1 | -0.2 | -2.8 | -43 | -4 | -30 | 13 | x | u | x
COc1cccc(/C=N/NC(=O)c2c(C)nc3ccc(Cl)cn23)c1OC | -1.8 | -0.7 | 12 | 9 | -3 | 4 | 0.5 | -3.7 | 4.6
CC(=O)Nc1ccc(NC(=O)C2CCCN2/C=C/C(=O)C(F)(F)F)cc1 (stereo unspecified) | 0.0 | -0.4 | -3 | -1 | 0 | 12 | x | -1.1 | -3.6
Cc1ccc(-n2c(O)c(/C=N/NC(=O)C3COc4ccccc4O3)c3ccccc3c2=O)cc1 (stereo unspecified) | -0.1 | 205* | -9 | 15 | -2 | 5 | 5.6 | u | 1.0
O=C1[C@H](Cc2ccccc2)NCCCC[C@@H](c2ccco2)N1Cc1ccccc1 | -0.1 | -0.1 | -7 | 2 | -3 | 6 | -0.4 | -1.1 | x
CC(=O)NC(Cc1cc(C)ccc1C)C(=O)N1CCN(C(=O)Nc2ccc(C(C)=O)cc2)CC1 (stereo unspecified) | u | 10 | -6 | 0 | -4 | 12 | x | -1.7 | -2.6
O=NN(CCCl)C(=O)NCCc1cccc[n+]1[O-] | -0.4 | x | -3 | 2 | -6 | 2 | 0.6 | 1.5 | x
CCOC(=O)C1CCCN(S(=O)(=O)c2cc(Br)cc3c2N(C(C)=O)CC3)C1 (stereo unspecified) | 1.2 | -1.0 | -3 | 3 | -2 | 5 | 2.9 | -1.6 | -3.0
C=CCN1C(=O)c2ccc(C(=O)OCC(=O)N(C)C3CCCCC3)cc2C1=O | -0.1 | -1.4 | 2 | 0 | -7 | 1 | x | -1.9 | -1.8
CC1(c2cccc(Br)c2)NC(=O)N(CC(=O)N2CCc3ccccc32)C1=O (stereo unspecified) | -1.4 | 1.7 | -7 | 3 | -4 | -2 | -0.9 | -2.3 | x
Cc1ccsc1C(=O)Nc1nnc(-c2ccco2)o1 | -1.8 | -0.9 | -18 | 1 | -17 | 21 | x | -2.0 | 1.5
COc1ccc(-c2nc(-c3ccccc3)c(-c3cccs3)[nH]2)cc1OC | -2.3 | 2.2 | -16 | 49* | -8 | 20 | -0.6 | 6.1 | 1.1
COc1ccc(/C=C/C(=O)O)cc1S(=O)(=O)N1CCC(C)CC1 | 0.7 | -1.3 | -4 | 4 | -3 | 2 | x | -0.9 | 4.8
CN1CCCN(C(=O)COc2ccc(Br)cc2)CC1 | -1.2 | 0.2 | -1 | 0 | 1 | -3 | 0.0 | -2.5 | -1.1

Single records, from the list above. Screens in order: BoNT-A LC inh2 | PfHsp40 yeast | BoNT F protease | FBA Mtb inh | Anthrax LF inh2 | GDH-TPI counter | Mtb BioA inh | FadD28 binding | Mtb UGM inh
COc1ccc(-c2nc(-c3ccccc3)c(-c3cccs3)[nH]2)cc1OC is listed with -2.3 | 2.2 | -16 | 49* | -8 | 20 | -0.6 | 6.1 | 1.1
O=C(N/N=C/c1c[nH]c2ccccc12)c1ccncc1 is listed with 0.3 | -0.9 | 2 | 1 | -2 | 19 | x | 0.0 | 0.9
CCOc1ccc(C(=O)OCC(=O)N2CCOCC2)cc1OCC is listed with -1.0 | -0.7 | -3 | 0 | -1 | 5 | -0.2 | -0.2 | -0.2
COc1ccc(S(=O)(=O)NCc2cccnc2)cc1C(=O)Nc1ccccc1 is listed with -0.7 | 0.0 | -8 | 0 | -4 | 0 | 7.4 | -0.5 | 0.0

Further entries.
SMILES | BoNT-A LC inh2 | PfHsp40 yeast | BoNT F protease | FBA Mtb inh | Anthrax LF inh2 | GDH-TPI counter | Mtb BioA inh | FadD28 binding | Mtb UGM inh
Cc1ccc(C(=O)OCC(=O)NC2CCCC2)cc1 | 1.2 | -0.2 | -21 | 1 | 1 | -3 | 0.0 | -1.9 | -1.9
O=C(Oc1cccc2c(=O)[nH]ccc12)c1ccccc1 | -0.1 | -1.1 | 5 | -1 | -3 | 13 | -1.2 | -5.2 | 0.6
O=C1C(c2ccnc3ccccc23)=C(O)c2ccccc21 | -0.2 | 2.4 | -5 | -1 | 2 | -4 | -3.0 | -0.8 | 2.9
COc1cccc(C(NC(C)=O)c2nc(-c3cccc(C(=O)O)c3)cs2)c1 (stereo unspecified) | 0.0 | x | -1 | 5 | -2 | 2 | -2.2 | -3.9 | x
C/C(=N/NC(=O)c1ccc2c(c1)OCO2)c1ccc(NC(=O)c2ccc(F)cc2)cc1 | -2.0 | 0.7 | -10 | -1 | -3 | 4 | 0.0 | -3.0 | 0.8
O=C(/C=C/c1c(Cl)nc2ccccn12)N1CCN(c2ccc(F)cc2)CC1 | 0.8 | 0.4 | 1 | -3 | -3 | 20 | 4.0 | -3.1 | 2.9
C=CCN(C(=O)c1csnn1)C(C(=O)NC(C)(C)C)c1ccncc1 (stereo unspecified) | -0.8 | -1.1 | -6 | 1 | -4 | -6 | 1.3 | -2.6 | -0.2
O=C(CNS(=O)(=O)c1c(F)cc(F)cc1Br)OCC(=O)N1CCCC1=O | -1.2 | -0.2 | -2 | 0 | -4 | 1 | -1.3 | -0.3 | 5.0
CCOC(=O)c1c(C)[nH]c(C(=O)CSc2ccccc2)c1C | 0.3 | -0.3 | -5 | 2 | -4 | 11 | -8.7 | 1.7 | 3.1
Cc1c(C(=O)NCCC2=CCCCC2)oc2ccc(S(=O)(=O)N3CCOCC3)cc12 | 2.0 | 0.7 | -3 | -2 | 1 | -5 | -1.1 | -1.4 | 1.6
O=C(c1cc2cc(Br)cc(Br)c2oc1=O)N1CCCC1 | -0.2 | 0.0 | -2 | 2 | -5 | -3 | -0.2 | -0.8 | 1.2
COc1ccc(CCN2C(=O)C(O)=C(C(C)=O)C2c2ccccc2OC)cc1OC (stereo unspecified) | 1.4 | 1.6 | 8 | 5 | -3 | 26 | -0.8 | 0.4 | -0.6
COC(=O)C(c1ccccc1)N(Cc1cccc(CN(C(C(=O)OC)c2ccccc2)S(C)(=O)=O)c1)S(C)(=O)=O (stereo unspecified) | -1.4 | -0.6 | 2 | 0 | -4 | 7 | 0.7 | -3.3 | 1.3
COc1ccc(NC2=C(C(C)=O)C(c3ccc(OC)c(OC)c3)C(C(C)=O)C(C)(O)C2)cc1 (stereo unspecified) | -0.9 | -0.9 | 9 | 1 | -4 | 10 | 0.8 | 0.8 | -0.7
Cc1ccccc1-c1nc(SCc2ccccn2)c2c(=O)n(C)c(=O)n(C)c2n1 | -0.6 | -0.7 | -2 | 3 | 0 | 3 | x | -3.5 | 3.4
Cc1cccc(C(=O)OC(C)C(=O)NC2CCCc3ccccc32)c1O (stereo unspecified) | 2.5 | -1.5 | -3 | 0 | -2 | -6 | x | -1.8 | -2.8
CCCCn1cnc2cc(NCc3cccc(OC)c3O)ccc21 | u | -1.1 | -8 | 7 | -5 | 1 | 1.3 | -1.5 | 2.5
CS(=O)(=O)Nc1ccc(Cc2ccc(NS(C)(=O)=O)cc2)cc1 | -3.6 | 0.2 | -6 | 2 | 1 | -1 | -0.8 | -2.2 | 2.5
Cc1ccc(C(=O)O/N=C(\N)c2ccccn2)cc1C | -0.4 | -3.4 | -8 | 1 | 2 | 0 | 0.3 | -0.8 | 0.3
O=C(CSc1nc(O)c(Cc2ccccc2)c(=O)n1-c1ccccc1)N1CCOCC1 | 0.2 | -0.2 | 0 | 1 | 0 | -9 | -0.1 | -3.5 | 1.2
CN(C)c1nc2ccccc2n(C)c1=O | -0.2 | -0.8 | 3 | 3 | -2 | 18 | x | -2.0 | 0.7
COc1ccccc1NS(=O)(=O)c1ccc(O)c(C(=O)OCC(=O)N2CCc3ccccc32)c1 | 0.6 | 0.0 | -3 | 3 | -1 | 11 | -0.4 | 0.4 | -2.7
CCCc1ccc(Oc2cc(C)nc(N3CCOCC3)n2)cc1 | 0.4 | 1.8 | 4 | 0 | -3 | 8 | 2.4 | -2.2 | 0.1
CC1=C(C(N)=O)C(c2ccccn2)n2nc(-c3ccccc3Cl)nc2N1 (stereo unspecified) | -1.3 | -0.8 | -6 | 0 | -4 | 1 | -1.7 | -1.3 | x
COc1cccc(-c2ccc(NC(=O)C3CCCN(Cc4cccc(C)n4)C3)cc2)c1 (stereo unspecified) | 0.2 | x | -4 | -1 | 2 | -4 | 0.0 | -5.1 | x
Cc1cccc(N2CCN(S(=O)(=O)c3cccs3)CC2)c1C | -1.2 | 2.5 | -3 | -5 | -2 | -11 | -1.5 | -3.8 | -2.3
